Screening results deposited in PubChem by Sanford-Burnham Center for Chemical Genomics.
UPR XBP1 act: activators of adaptive arm of unfolded protein response (XBP1) | CHO-XBP1 luciferase reporter, IRE1-XBP1 UPR activation, luminescence; percent of tunicamycin response, DMSO as zero | activation, % at 20 µM | 0.33% of 330,000 active;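 active = versus positive control, 20 µM dose yields 30% or more activation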;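 note: 100% = tunicamycin at 10 µg/mL and 0% = DMSO only wells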
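Material: CHO cell line with stable XBP1 luciferase reporter; schedule: 16-18 h cell attachment at 37 °C, then 6 h compound exposure; signal: glow luminescence from Steady-Glo reagent; medium: serum-containing F12 medium, 10% FBS; benchmarks: tunicamycin 10 µg/mL and vehicle-only wells; read-out: percent activation relative to tunicamycin reference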
NR3A LBD binder: modulators (binders) of human NR3A ligand-binding domain; NR3A LBD differential scanning fluorimetry, Tm shift; 0% = protein alone, 100% = glycine-bound protein; Tm shift relative to glycine control, % at 25 µM; AID 1259313; 2.5% of 340,000 active;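 active = melting temperature shift of at least 10% of the positive control shift, at one fixed dose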
tim23-1 inh: tim23-1 yeast growth inhibition. 1.3% of 330,000 active. inhibition, % at 20 µM. AID 463212. S. cerevisiae tim23-1 growth, BacTiter-Glo luminescence, 24 h;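 active = growth inhibition of the mutant yeast at or above 50%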;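 note: temperature-sensitive mutant grown at 25 °C; plate controls were DMSO-treated mutant yeast for no effect and medium wells lacking yeast for full effect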
TIM10 inh: TIM10 yeast growth inhibition | S. cerevisiae TIM10 strain growth, BacTiter-Glo luminescence, 24 h | inhibition, % at 10 µM | 1.4% of 330,000 active | AID 463195;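 active = inhibition of 40% or more at the single tested concentration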;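 note: wild-type TIM10 isogenic control strain grown at permissive 25 °C; 0% = DMSO yeast wells and 100% = minimal medium wells without yeast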
tim10-1 inh: tim10-1 yeast growth inhibition | S. cerevisiae tim10-1 ts strain growth, BacTiter-Glo, 24 h | inhibition, % at 20 µM | 2.2% of 330,000 active | AID 463190;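 active = inhibition of at least 40%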;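 note: mutant grown at 25 °C; 0% = DMSO wells with yeast and 100% = wells holding no yeast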
APJ ag: agonists of human APJ apelin receptor; CHO-K1 APJ PathHunter beta-arrestin, luminescence; 0% DMSO wells, 100% apelin; activation, % at 20 µM; P35414; AID 2520; 0.11% of 330,000 active;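 active = activation more than six SD over the plate average, tested at 20 µM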;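 note: 0% = DMSO alone and 100% = apelin-13 at 10 nM; some results filed as inactive read as strong as hits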
Target sequence (P35414 whole entry, looked up): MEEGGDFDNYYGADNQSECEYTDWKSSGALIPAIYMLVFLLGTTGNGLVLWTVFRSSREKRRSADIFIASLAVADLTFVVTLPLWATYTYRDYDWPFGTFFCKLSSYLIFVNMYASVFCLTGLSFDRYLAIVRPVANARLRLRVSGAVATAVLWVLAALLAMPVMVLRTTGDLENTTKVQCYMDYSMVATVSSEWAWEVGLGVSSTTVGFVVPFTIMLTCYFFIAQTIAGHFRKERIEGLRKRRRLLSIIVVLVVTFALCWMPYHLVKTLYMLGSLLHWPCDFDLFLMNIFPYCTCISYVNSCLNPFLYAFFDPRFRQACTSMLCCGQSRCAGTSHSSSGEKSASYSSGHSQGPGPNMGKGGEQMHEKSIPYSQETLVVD
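Test system – PathHunter CHO-K1 APJ (AGTRL-1) beta-arrestin reporter cells · Input – 1000 cells/well · Compound – single test compound dose, 20 µM final, 1% DMSO · Times – compound stimulation 90 min at 25 °C, detection 60 min · Technique – beta-gal luminescence · Read-out basis – APJ–arrestin association signal · Control set – negative DMSO alone, positive Apelin-13 at 10 nM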
NLRP3 yeast inh: NALP3 inhibition in yeast; Yeast reconstituted NLRP3/ASC/caspase-1, beta-gal luminescence, 24 h; inhibition, % at 10 µM; 0.39% of 330,000 active; AID 2825;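 active = inhibition of 50% or more; inactive = inhibition below 50%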;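 note: plate controls were induced DMSO wells for no effect and uninduced yeast grown without galactose for full effect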
UPR CHOP act: activators of apoptotic arm of unfolded protein response (CHOP); activation, % at 10 µM; 0.34% of 330,000 active; CHO-CHOP luciferase reporter, UPR activation, luminescence; percent of tunicamycin response over DMSO baseline; AID 449763;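 active = at 10 µM dose, activation of 40% or more, normalized to positive control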;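 note: 100% = tunicamycin at 10 µg/mL and 0% = DMSO alone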
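System: CHO CHOP reporter cells. Amount: 500 cells per well. Buffer or medium: F12 medium, 10% FBS. Compound dosing: one dose, 10 µM in 0.5% DMSO. Incubation: 6 h compound exposure at 37 °C after overnight seeding. Technique: Steady-Glo luciferase luminescence. Benchmarks: tunicamycin and DMSO controls.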
Mdm2-MdmX inh: inhibitors of human Mdm2/MdmX interaction. O15151+Q00987. 3% of 330,000 active. SaOS-2 split-luciferase Mdm2/MdmX complementation, luminescence. AID 485346. inhibition, % at 8 µM;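 active = inhibition of at least 50% at 8 µM in the primary screen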
The depositor's hits bear a star.

SMILES	UPR XBP1 act	NR3A LBD binder	tim23-1 inh	TIM10 inh	tim10-1 inh	APJ ag	NLRP3 yeast inh	UPR CHOP act	Mdm2-MdmX inh
O=C(CNC(=O)c1cccs1)OCC(=O)c1ccccc1Cl	-3	-2	0	-6	-8	-4	19	0.5	5
O=C(Cn1c(=O)n(-c2ccccc2)c(=O)c2sccc21)N1CCCC1	-1	1	4	-8	11	-4	-5	-1.2	-11
O=C1C=C(N2CCCCC2)c2ccccc2C1=O	10	1	12	36	21	6	7	76*	42
COc1cccc2sc3cc(NCCCN4CCOCC4)ccc3c(=O)c12	2	-1	1	10	-24	7	14	-1.6	-1
Cc1ccc(NC(=O)c2ccccc2)cc1C	1	-1	59*	46*	20	-5	52*	0.6	-9
COC(=O)C1=C(NC(=O)COc2ccc(Cl)cc2Cl)CCS1	1	15*	-6	-2	2	-1	-1	2.5	-8
COc1ccccc1COCC(O)CNCCc1ccc(C(F)(F)F)cc1 (stereo not given)	-2	-2	8	0	19	2	23	8.7	20
Cc1c(-c2nc(-c3ccncc3)no2)cccc1[N+](=O)[O-]	4	-1	-1	-6	-8	-7	21	0.9	30
O=C1C(C23CC4CC(CC(C4)C2)C3)C(=O)N(c2ccccc2)N1c1ccccc1	0	1	-3	7	4	-5	-16	-1.1	8
Cc1cc(Cl)ccc1C(=O)C1CCCN(C(=O)c2cnsn2)C1 (stereo not given)	-3	-2	9	-7	25	-2	19	1.0	6
COc1cc(C(C[N+](=O)[O-])c2c(C)[nH]c3ccccc23)ccc1O (stereo not given)	-2	-10	25	29	26	-3	10	0.8	-11
COc1ccc(-c2cc(C(=O)NCC(C)C)no2)cc1	-2	-3	17	6	18	2	23	2.0	-114
Cc1cccc2c(N)c3c(nc12)N(C)CC3	2	16*	-2	13	1	1	-8	-1.4	-10
O=C(Cc1ccccc1)Nc1ccc(NC(=S)NC(=O)c2ccccc2)cc1	-3	5	13	0	1	-1	11	1.7	8
CCOC(=O)c1ccoc1CN1CCN(S(=O)(=O)c2ccc(C)c(C)c2)CC1	0	-1	33	19	23	-6	11	-0.8	29
Cc1ccccc1C(=O)NCC(=O)Nc1ccc(C)c(S(=O)(=O)N2CCCCCC2)c1	-2	-2	8	-5	-2	-1	17	-1.9	19
CCCN1CCN(C(=O)c2ccccc2-c2nc3ccccc3s2)CC1	-2	1	23	7	18	-2	1	0.0	-28
O=C(CSc1ncn[nH]1)Nc1cccc2ccccc12	-2	-1	7	-13	-1	20	22	-1.5	-6
CN(C)/C=N/n1cnc2ccccc2c1=O	1	-3	-6	-11	0	3	5	-0.6	18
CSc1nc(S(=O)(=O)c2ccc(C)cc2)c(Cl)s1	-2	0	18	-25	18	-1	-51	1.0	10
COc1ccc(CCN(C)C(=S)NC(=O)c2ccc(F)cc2Cl)cc1OC	0	-2	34	45*	31	-4	16	-0.9	12
CCN(CC)S(=O)(=O)c1ccc(C(=O)Nc2ncn(Cc3ccccc3)n2)cc1	-2	3	-13	-12	5	-5	-7	-1.8	10
CCCN1CCC(=O)N([C@H](CSc2ccc(C)cc2)CC(C)C)CC1	3	0	-15	-6	31	-8	0	2.2	28
COc1cc2sc(NC(=O)c3ccco3)nc2cc1Cl	4	5	2	-25	-12	-1	8	-0.8	64*

Part of the list above, as labelled records.
Cc1cccc2c(N)c3c(nc12)N(C)CC3
- UPR XBP1 act = 2
- NR3A LBD binder = 16*
- tim23-1 inh = -2
- TIM10 inh = 13
- tim10-1 inh = 1
- APJ ag = 1
- NLRP3 yeast inh = -8
- UPR CHOP act = -1.4
- Mdm2-MdmX inh = -10

O=C(Cc1ccccc1)Nc1ccc(NC(=S)NC(=O)c2ccccc2)cc1
- UPR XBP1 act = -3
- NR3A LBD binder = 5
- tim23-1 inh = 13
- TIM10 inh = 0
- tim10-1 inh = 1
- APJ ag = -1
- NLRP3 yeast inh = 11
- UPR CHOP act = 1.7
- Mdm2-MdmX inh = 8

CCOC(=O)c1ccoc1CN1CCN(S(=O)(=O)c2ccc(C)c(C)c2)CC1
- UPR XBP1 act = 0
- NR3A LBD binder = -1
- tim23-1 inh = 33
- TIM10 inh = 19
- tim10-1 inh = 23
- APJ ag = -6
- NLRP3 yeast inh = 11
- UPR CHOP act = -0.8
- Mdm2-MdmX inh = 29

Cc1ccccc1C(=O)NCC(=O)Nc1ccc(C)c(S(=O)(=O)N2CCCCCC2)c1
- UPR XBP1 act = -2
- NR3A LBD binder = -2
- tim23-1 inh = 8
- TIM10 inh = -5
- tim10-1 inh = -2
- APJ ag = -1
- NLRP3 yeast inh = 17
- UPR CHOP act = -1.9
- Mdm2-MdmX inh = 19

(list continues)
SMILES	UPR XBP1 act	NR3A LBD binder	tim23-1 inh	TIM10 inh	tim10-1 inh	APJ ag	NLRP3 yeast inh	UPR CHOP act	Mdm2-MdmX inh
CCc1c(C)nc(N)n2c(SCC(=O)NC3CCCCC3)nnc12	-4	0	7	-11	0	-3	9	-1.1	4
COC(=O)c1cccc(NC(=O)c2cc(OC)c(OC)c(OC)c2Br)c1	3	-1	13	10	27	0	10	-0.6	23
CC(=O)Oc1ccc2c(C)c(CC(C)O)c(=O)oc2c1 (stereo not given)	3	1	20	19	19	-2	2	1.3	-22
CCOC(=O)c1c(CN(C)C)n(-c2ccc(C)cc2)c2cc(Br)c(O)cc12	3	-2	15	31	22	2	26	3.1	12
COc1ccc(S(=O)(=O)N2CCCC(C(=O)NCCc3ccccc3)C2)cc1 (stereo not given)	2	0	4	18	15	1	11	4.6	-5
O=C(N/N=C/C=C/c1ccccc1[N+](=O)[O-])c1cc(-c2cccnc2)nc2ccccc12	-2	-4	23	17	30	-2	10	-1.6	22
CCCC(=O)NCCCc1nc2ccccc2n1C	-3	3	9	-9	2	7	9	-1.0	-28
O=C(COC(=O)c1ccc[nH]c1=O)NC1CCCC1	-4	-1	15	-2	-1	0	16	-2.3	9
CC1CC1C(=O)OCC(=O)NC(=O)NC12CC3CC(CC(C3)C1)C2 (stereo not given)	0	1	38	16	28	0	0	2.1	-4
CCOC(=O)N1CCC(N(CCN(C)C)C(=S)Nc2cccc(C)c2)CC1	-1	1	11	-20	11	-1	14	1.2	-20
COc1cc(NC(=O)C2CC(c3ccccc3Cl)=NO2)cc(OC)c1OC (stereo not given)	-4	-4	13	-4	2	-2	13	3.6	14
O=C1COc2ccc(C(=O)CSc3ccccc3C(=O)O)cc2N1	-2	-1	-6	-21	9	-1	-3	-1.0	21
O=C(NCCc1ccccc1)c1c(O)c2ccccc2[nH]c1=O	1	-1	31	3	-43	0	23	5.4	14
COc1ccc(NS(=O)(=O)c2ccc(C)c(C(=O)N(C)Cc3ccc(OC)cc3OC)c2)cc1	0	0	0	6	11	-2	6	1.8	31
CC1=C(C(=O)Nc2ccccc2)C(c2ccco2)C(C#N)=C(SCC(=O)Nc2cccc(C)c2C)N1 (stereo not given)	-4	-1	-8	-1	-3	-7	-2	-1.8	69*
Cc1ccc(CNC(=O)C(=O)c2cn(CC(=O)N3CCOCC3)c3ccccc23)cc1	-4	3	-6	8	-13	-3	2	5.6	6
O=C(/C=C/Nc1ccc([N+](=O)[O-])cc1Br)c1cccc2ccccc12	1	13*	24	35	28	2	0	6.5	-283
CCCOC(=O)C(C)n1cnc2scc(-c3ccc(C)cc3)c2c1=O (stereo not given)	-1	2	36	3	33	0	5	-0.7	-7
CN(C)CCNC(=O)c1cc2sc3ccccc3c2s1	-2	-2	16	6	0	-2	21	1.0	4
Cc1ccc(S(=O)(=O)N2CCC(=O)N(CCOC(=O)Nc3ccc(F)cc3)CC2)cc1	0	2	9	-8	-4	12	16	0.2	-7
COc1cc(CN2CCNC(=O)C2CC(=O)NCCCN2CCOCC2)cc(OC)c1 (stereo not given)	-9	-2	12	2	-6	-1	15	0.2	15
CCOC(=O)c1sc(NS(=O)(=O)c2ccc(F)cc2)nc1C	-1	-3	9	11	31	-2	-11	-0.2	-25
CN(C)c1ccc(N2C(=O)CSC2=S)cc1	-1	-2	13	1	-4	3	21	1.8	32
Cc1cc(C)nc(N2C(=O)CC(C(=O)O)NC2=NCCc2c[nH]c3ccccc23)n1 (stereo not given)	-2	-1	11	6	9	-2	0	-0.1	3
Nc1nc(N)c2sc3nc(C(F)(F)F)cc(C(F)(F)F)c3c2n1	3	32*	29	23	19	-1	1	1.1	0
COc1ccc(N2C(=O)C(OC(C)=O)C2c2ccc(C)cc2)cc1 (stereo not given)	-1	1	4	7	3	-2	3	1.0	23
Cc1c(C(=O)OCC(=O)N2c3ccccc3CC2C)oc2ccccc12 (stereo not given)	-1	1	3	26	7	7	18	-0.3	-9
CCC(CO)Nc1ncnc2c1cnn2-c1ccc(OC)cc1 (stereo not given)	3	-1	-6	5	-1	0	3	1.0	-25
c1ccc(-n2ncc3c(NCCN4CCOCC4)ncnc32)cc1	3	1	0	15	11	-1	13	3.5	-11
Cc1cccc(C)c1NC(=O)C1c2ccccc2Oc2ccccc21	0	-3	-27	-27	-6	-5	-7	1.7	-25
CCOC(=O)/C(C#N)=C/c1ccc(OC(=O)c2ccco2)c(OCC)c1	0	10*	19	19	15	1	-13	1.3	-17
CC1CCN(S(=O)(=O)c2ccc(NC(=O)CN3CCCC(C)C3)cc2)CC1 (stereo not given)	-3	-2	4	-10	9	-3	3	-0.1	25
O=C(CN1CCC(NC(=O)c2cccc(F)c2)CC1)NCc1ccccc1F	-1	0	4	-5	7	-2	14	0.5	4
Cc1cc(C(=O)COC(=O)c2ccncc2)c(C)n1Cc1ccco1	-7	2	8	16	9	3	9	2.7	44
Cn1nccc1NC(=O)Nc1cccc(Cl)c1	3	7	0	-16	8	2	-2	0.9	-5
COc1ccc(/C(N)=N/OC(=O)c2ccc3c(c2)OCO3)cc1	1	-3	36	66*	64*	6	24	2.9	33
CN1C(=O)C(O)(CC(=O)/C=C/c2ccco2)c2cc(Br)ccc21 (stereo not given)	-2	1	30	33	35	1	2	-2.0	35
O=C(Nc1ccnn1C1CCN(CCCc2ccccc2)CC1)c1ccccc1	-5	0	1	-2	20	0	21	-1.4	17
CNC(=O)CN(c1cccc(Br)c1)S(C)(=O)=O	-2	-1	8	-2	-3	-7	11	-1.3	-5
CC(C)(C)C1CCC(=NNC(=O)CC(=O)NCc2ccccc2)CC1 (stereo not given)	0	-2	3	-4	14	-2	4	1.5	6
Cc1ccc(C)c(NS(=O)(=O)c2cc(C(=O)NCCC3=CCCCC3)ccc2C)c1	0	2	46	39	31	-4	2	0.6	-13
O=C(NCN1CCN(c2ccccc2)CC1)c1cnccn1	-3	0	11	-6	5	-1	18	4.0	13
O=C(Oc1ccc(C(=S)N2CCOCC2)cc1)c1ccc([N+](=O)[O-])cc1[N+](=O)[O-]	-3	5	35	4	35	9	6	2.6	13
O=c1[nH]c2ccccc2nc1Cc1ccc(Cl)cc1	5	0	12	2	1	2	10	-0.8	18
CCn1nc(C)c(CN2CCC(C(=O)Nc3cccc(-c4cccc(F)c4)c3)CC2)c1C	-2	0	0	-2	17	1	19	0.2	53*
O=C(O)c1cccc2c3c([nH]c12)CCCC3	-2	2	16	-1	-1	-1	18	1.2	-13
COC(=O)c1sccc1NC(=O)c1ccc(Cl)s1	-3	0	21	7	22	4	10	1.8	-3
